Screening results from PubChem.
MLL CXXC-DNA inh – blocks binding of human MLL CXXC domain to DNA; Q03164; MLL-CXXC / FITC-HOXA9 DNA fluorescence polarization; Potency, µM (series often up to 115 µM), without a hit: top-dose activity change, negative = inhibition, usual class: inhibitors; 0.037% of 290,000 active; active = well fitted inhibition curve with a large enough effect in the polarisation, with a control signal flat, not every such curve was filed as active; inconclusive = small, poorly fitted or top-dose-only effect, or effect the other way, or a change in a side signal; inactive = no such curve, though single readings can be large or run the other way; the % refers to the polarisation; note: potency is the fitted concentration of half-maximal effect
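Purified MLL-CXXC (added from a 7 uM solution) was preincubated 5 min at ambient with pinned compounds in 50 mM Tris-HCl pH 7.5, 50 mM NaCl, 1 mM DTT, 0.05% BSA. Fluorescein-labeled HOX-A9 DNA (50 nM solution) followed, 30 min, then polarization read.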
AT treatment – potential ataxia-telangiectasia treatment; […] A-T fibroblasts, KAP-1 phosphorylation AlphaLISA; neocarzinostatin DNA damage 30 min before lysis; Potency, µM (titrated, usually from 57.5 µM), for the others: at the top dose activation, hits mostly activators; 0.19% of 320,000 active; note: potency is the fitted concentration of half-maximal effect; % of control where 0% means no effect; nearly all actives have a fitted effect of over 45% in size
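hTERT-immortalized A-T patient fibroblasts ([…]), 500 cells/well in OPTI-MEM, 1% FBS, got compounds for 60 min, then NCS for 30 min at 37C. Lysates were then assayed for phospho-KAP-1 by AlphaLISA (anti-pKAP1 donor, anti-KAP1 acceptor beads), 6 hr at 25C.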
PTAP TSG101 blk – blocks PTAP/TSG101 interaction to inhibit HIV-1 budding; 340,000 tested, under 10 active; AID 493005; Fluorescence polarization, FITC-PTAP peptide / Tsg101 binding; Potency, µM (highest dose often 115 µM), for the others: at the highest dose activity change, negative = inhibition, usual class: inhibitors; active = well fitted inhibition curve with a large enough effect in the main read-out, with a control signal flat, not every such curve was filed as active; inconclusive = small, poorly fitted or top-dose-only effect, or effect the other way, or a change in a side signal; inactive = no such curve, though single readings can be large or run the other way; note: potency is the fitted concentration of half-maximal effect; % of control where 0% means no effect
Target sequence (Q99816 whole entry, looked up): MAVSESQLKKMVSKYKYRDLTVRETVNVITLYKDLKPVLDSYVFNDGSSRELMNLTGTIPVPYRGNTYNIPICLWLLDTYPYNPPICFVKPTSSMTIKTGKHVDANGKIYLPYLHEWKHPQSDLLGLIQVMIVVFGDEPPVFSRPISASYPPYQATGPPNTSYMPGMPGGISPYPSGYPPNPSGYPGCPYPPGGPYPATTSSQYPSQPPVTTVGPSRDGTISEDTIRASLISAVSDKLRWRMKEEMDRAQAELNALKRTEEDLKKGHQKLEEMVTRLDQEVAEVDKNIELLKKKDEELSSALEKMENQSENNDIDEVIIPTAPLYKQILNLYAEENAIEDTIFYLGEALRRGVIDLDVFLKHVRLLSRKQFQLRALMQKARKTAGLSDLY
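Fluorescence polarization binding of Tsg101 binding domain (10 uM final) to FITC-labeled PTAP peptide (50 nM final) in HEPES pH 7.5 buffer with NaCl, Tween 20, EDTA, TCEP. Compounds added before peptide; binding 20 min at RT.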
TRPV1 ag – activates the human vanilloid receptor TRPV1; AID 540275; 0.19% of 320,000 active; activation, % at 8.33 µM; Q8NER1; TRPV1-expressing cells, Fluo-8 calcium influx, agonist mode; in the data active = activation above about 80%; inconclusive = between about 30% and that limit; note: 0% is about no effect
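TRPV1-expressing cells were cultured overnight at 35.5C and loaded with Fluo-8 calcium dye for 40 to 90 min at room temperature. After a 10 s baseline, compound was added and calcium influx was read kinetically for 3 min (ex 480/em 520 nm).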
a7 integrin act – integrin-mediated muscular dystrophy alleviation activation | alpha7betagal myoblasts, beta-gal FDG fluorescence, 48 h | Potency, µM (series often up to 38.3 µM), for inactives: top-dose activation, usual class: activators | 0.064% of 350,000 active;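 note: potency is the fitted concentration of half-maximal effect; 100% = response of the positive control SU9516; nearly all actives have a fitted effect of over 60% in size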
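Alpha7betagal+/- myoblasts (passage 13) were plated 16-24 hr, then exposed to compounds (1:260 dilution of DMSO stock) for 48 hours at 37C. After MPER lysis, β-galactosidase reporter activity was read as FDG fluorescence (ex 480/em 540) after 30 minutes.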
BRCA1 expr up – activators of BRCA1 expression | MCF7-BRCA1-FFLuc reporter, luminescence, 48 h; response scale: scaled: vehicle 0%, 10 µM genistein 100% | Potency, µM (highest dose often 46.1 µM), for inactives: at the top dose activation, most hits filed as activators | 1.1% of 380,000 active; note: potency is the fitted concentration of half-maximal effect; nearly all actives have a fitted effect of over 80% in size; some results filed as inactive show a strong effect at the top dose
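MCF7-BRCA1-FFLuc cells, 2000/well in phenol-red-free MEM, attached 2 h then treated 48 h at 37 C. Luciferase luminescence read 15 min after reagent; normalized to genistein maximum activation (10microM) and DMSO, concentration-response fitted.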
ELG1 repair inh – inhibitors of ELG1-dependent DNA repair in HEK293T cells. HEK293T ELG1-luciferase reporter, luminescence, 16 h; DNA damage induced by 5-fluorouridine. Potency, µM (highest dose often 46.1 µM), for inactives: at the highest dose activity change, negative = inhibition, usual class: inhibitors. 2.3% of 330,000 active; note: potency is the fitted concentration of half-maximal effect; % is set by controls: 0 for no effect and ±100 for the full control effect; nearly all actives have a fitted effect of over 55% in size
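Quantitative HTS, concentration-response format. 2,000 cells/well co-treated with 5-fluorouridine and compound, 16 hr in 5% CO2 at 37 °C; ONE-Glo luminescence read after 30 min.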
B2AR arrestin – beta2AR (human) beta-arrestin recruitment activity; 0.02% of 330,000 active; AID 492947; beta-arrestin recruitment to beta2AR, cell-based reporter; Potency, µM (doses to about 46.1 µM), for inactives: top-dose activation, most hits filed as activators; P07550;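 note: potency is the fitted concentration of half-maximal effect; 0% = DMSO controls and full agonism = EC100 isoproterenol or metaproterenol; nearly all actives have a fitted effect of over 65% in size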
Target sequence (P07550 whole entry, looked up): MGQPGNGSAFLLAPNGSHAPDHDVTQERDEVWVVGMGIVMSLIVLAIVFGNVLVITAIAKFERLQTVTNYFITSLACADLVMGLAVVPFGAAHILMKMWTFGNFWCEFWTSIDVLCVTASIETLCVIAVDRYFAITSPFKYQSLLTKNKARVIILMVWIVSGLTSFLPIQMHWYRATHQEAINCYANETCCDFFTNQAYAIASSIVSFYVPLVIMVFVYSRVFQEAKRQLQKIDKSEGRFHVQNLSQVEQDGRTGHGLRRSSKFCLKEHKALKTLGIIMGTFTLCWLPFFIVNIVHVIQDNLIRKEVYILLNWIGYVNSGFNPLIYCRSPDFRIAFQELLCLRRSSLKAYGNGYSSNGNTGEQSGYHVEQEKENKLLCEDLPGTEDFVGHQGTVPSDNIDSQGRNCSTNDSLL
TCR activator – activators of T cell receptors; primary human leukocytes, anti-CD3, IL-2 HTRF, 48 h; Potency, µM (titrated, usually from 9.22 µM), without a hit: at the highest dose activation of IL-2 secretion, usual class: activators; 330,000 tested, under 10 active; note: % of control where 0% means no effect
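HTRF read-out of IL-2 secretion: europium cryptate donor excited at 320nm, d2 acceptor emission at 665nm. Cells were primary human leukocytes incubated 48 hr with compounds and a-CD3 beads, supplying TCR signal only.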
p53 reactivator – mutant p53 re-activation in reporter cells | H1299 p53-A138V BP100-luciferase reporter, luminescence, 24 h | Potency, µM (series often up to 92.2 µM), without a hit: at the top dose activity change, positive = activation, actives largely listed as activators | 0.063% of 320,000 active | AID 504706; note: potency is the fitted concentration of half-maximal effect; % of control where 0% means no effect; nearly all actives have a fitted effect of over 45% in size
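p53-null H1299 cells stably carrying temperature-sensitive p53-A138V and a BP100-luciferase reporter were pinned with compounds (4-point, 1:5 series) and held 24 hrs at 37 deg C. Luminescence was read 10 min after detection reagent.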
* marks the source's active call; other numbers are inactive results; ? = inconclusive; · = not tested or not shown; [ ] = remark or other dose. Unless noted, calls come from the whole dose curve; as a rule, active = well fitted curve in the direction sought with a large enough effect; inconclusive = small, poorly fitted or top-dose-only effect, or another doubt; inactive = no such curve, though single readings can be large; an effect the other way counts as inactive or inconclusive.

SMILES	MLL CXXC-DNA inh	AT treatment	PTAP TSG101 blk	TRPV1 ag	a7 integrin act	BRCA1 expr up	ELG1 repair inh	B2AR arrestin	TCR activator	p53 reactivator
Cc1ccc(C(=O)CN(C(=O)c2ccc(Cl)cc2)N2C(=O)CCC2=O)cc1	-4%	-2%	-3%	-1	?	11%	-3%	0.1%	-4%	-2%
COc1ccc(S(=O)(=O)Nc2cc3c(cc2C(C)=O)OCO3)cc1	-7%	-4%	0%	18	-7%	-38%	7%	0.2%	6%	0%
COc1cccc(NC(=O)CNC(=O)c2ccc(C)cc2)c1	-6%	3%	-5%	1	27%	7%	-12%	-1.5%	4%	0%
COc1ccc(OC)c(N(C(=O)c2ccco2)C(C(=O)NC2CCCC2)c2ccc(N3CCOCC3)cc2)c1 (configuration not stated)	4%	2%	-2%	3	0%	-15%	7%	-0.1%	0%	3%
O=C(Cc1cn2ccsc2n1)NCc1ccccc1	12%	8%	-12%	-3	-2%	21%	15%	-0.1%	·	15%
Cc1cc(C)cc(CSCC(=O)NN=C2CCCCCC2)c1	4%	16%	-5%	25	-9%	-11%	-10%	-0.3%	2%[46.1 µM]	-13%
CCOC(=O)c1c[nH]n(-c2ccccc2)c1=O	19%	1%	-3%	-5	5%	21%	?	-1.0%	-3%	11%
O=C(Cc1cccs1)NCC1CCCO1 (configuration not stated)	2%	-3%	-8%	0	0%	18%	2%	-0.4%	·	5%
CCOC(=O)N1CCC(NC(=O)CS(=O)Cc2nc(-c3ccccc3C)oc2C)CC1 (configuration not stated)	-4%	15%	-1%	-4	-20%	-19%	?	0.2%	1%	-1%
CC1CN(C(=O)COC(=O)c2cccs2)CC(C)O1 (configuration not stated)	-2%	4%	-3%	-1	11%	-3%	?	0.4%	3%	11%
CCC(=O)NC(c1cccs1)c1cc(Cl)c2cccnc2c1O (configuration not stated)	-8%	1%	1%	7	3%	-77%	2%	-0.1%	0%	-3%
C[C@H](CO)N1C[C@H](C)[C@@H](CN(C)C(=O)Nc2ccc3c(c2)OCO3)Oc2c(NC(=O)c3ccncc3)cccc2C1=O	·	-5%	-1%	·	-8%	0%	-10%	0.1%	-15%	8%
Cc1c(Cl)cccc1Nc1nc(NCCO)c2ccccc2n1	?	-2%	-1%	13	-46%[inhibitor]	5%	6%	-0.1%	4%	·
CC12CCCCN1CCCc1c2[nH]c2ccccc12 (configuration not stated)	2%	21%	-5%	1	6%	6%	-1%	0.4%	-5%	-8%
CCOC(=O)N1CCC(NC(=O)c2ccc3c(c2)N(Cc2ccc(F)cc2)CCS3)CC1	15%	5%	-3%	4	-1%	-54%	18µM*	-0.4%	4%	-2%
COP(=O)(CC(=O)c1ccccc1)CC(=O)c1ccccc1	7%	-1%	1%	-2	?	16%	4%	-0.9%	-6%	-9%
Cc1ccc(NC(=O)C2CCCN(S(=O)(=O)c3cccnc3)C2)c(C)c1 (configuration not stated)	-7%	-8%	-4%	0	12%	-5%	3%	0.2%	0%	-6%
COc1ccc(N2C(=O)C(C)(C)C2c2c(O)ccc3ccccc23)cc1 (configuration not stated)	16%	4%	-1%	17	-15%	-47%	-3%	-0.7%	-12%	-4%
COc1cc(/C=N/n2c(-c3n[nH]c4c3CCC4)n[nH]c2=S)ccc1O	0%	-7%	-4%	-1	16%	-2%	?	-0.3%	3%	-3%
NC(=O)N1CCCC1C(=O)Nc1ccc(Cl)c(Cl)c1 (configuration not stated)	19%	-1%	2%	0	-32%	-20%	0%	0.1%	1%	-6%
C=C(C)CN1C(=O)C2(OCCO2)c2cc(Br)ccc21	·	·	-2%	·	4%	0%	·	·	3%	·
CCCC(CC)Sc1nc2c([nH]1)c(=S)n(C)c(=O)n2C (configuration not stated)	·	·	-1%	·	-7%	-63%	·	·	0%	·
COc1ccc(S(=O)(=O)N2CCN(C)CC2)cc1Br	-3%	0%	2%	-2	-1%	3%	-5%	0.2%	-3%	2%
CC(=O)NC(CC(=O)Nc1nc(-c2ccccc2)c(C(C)=O)s1)c1ccccc1 (configuration not stated)	5%	10%	0%	2	0%	3%	-7%	0.2%	-9%	-1%

Rewritten with two lines to a compound: entries from further up
Fields: MLL CXXC-DNA inh, AT treatment, PTAP TSG101 blk, TRPV1 ag, a7 integrin act, BRCA1 expr up, ELG1 repair inh, B2AR arrestin, TCR activator, p53 reactivator
CC12CCCCN1CCCc1c2[nH]c2ccccc12 (configuration not stated)
 : 2%, 21%, -5%, 1, 6%, 6%, -1%, 0.4%, -5%, -8%
C=C(C)CN1C(=O)C2(OCCO2)c2cc(Br)ccc21
 : ·, ·, -2%, ·, 4%, 0%, ·, ·, 3%, ·
Cc1ccc(NC(=O)C2CCCN(S(=O)(=O)c3cccnc3)C2)c(C)c1 (configuration not stated)
 : -7%, -8%, -4%, 0, 12%, -5%, 3%, 0.2%, 0%, -6%
Cc1c(Cl)cccc1Nc1nc(NCCO)c2ccccc2n1
 : ?, -2%, -1%, 13, -46%[inhibitor], 5%, 6%, -0.1%, 4%, ·
COc1ccc(N2C(=O)C(C)(C)C2c2c(O)ccc3ccccc23)cc1 (configuration not stated)
 : 16%, 4%, -1%, 17, -15%, -47%, -3%, -0.7%, -12%, -4%
NC(=O)N1CCCC1C(=O)Nc1ccc(Cl)c(Cl)c1 (configuration not stated)
 : 19%, -1%, 2%, 0, -32%, -20%, 0%, 0.1%, 1%, -6%
COc1ccc(S(=O)(=O)N2CCN(C)CC2)cc1Br
 : -3%, 0%, 2%, -2, -1%, 3%, -5%, 0.2%, -3%, 2%

The results go on:
SMILES	MLL CXXC-DNA inh	AT treatment	PTAP TSG101 blk	TRPV1 ag	a7 integrin act	BRCA1 expr up	ELG1 repair inh	B2AR arrestin	TCR activator	p53 reactivator
S=c1[nH]nc(-c2ccco2)n1/N=C/c1ccc(Cl)cc1	-2%	-4%	-2%	12	-18%	-29%	5%	-0.1%	-9%[46.1 µM]	5%
COc1ccc(COc2cc(-c3cccc(OC)c3)nc3ccc(NC(=O)c4ccc(C)cc4)cc23)cc1	7%	9%	-1%	1	-14%	-64%	?	0.4%	-6%	7%
CCOCCCNC(=O)C(NC(=O)c1ccccc1O)c1ccc(C)cc1 (configuration not stated)	-6%	1%	-3%	13	-2%	-2%	-6%	3.8%	1%	-2%
COc1ccccc1NC(=O)c1[nH]c(C)c(C(C)=O)c1C	7%	5%	-2%	12	15%	-36%	17%	-0.4%	24%	9%
CC(=O)Nc1ccc(C(=S)NCc2ccco2)cc1	0%	-2%	-8%	0	0%	-37%	-18%	-0.1%	0%	1%
C[C@@H](C(=O)Nc1ccccc1N1CCOCC1)N1C(=O)C2CCCCC2C1=O (some centres not stated)	·	27%	-12%	·	27%	-7%	20%	0.1%	-2%[46.1 µM]	1%
CC(C)NCC(O)COc1ccc(Br)cc1 (configuration not stated)	3%	-1%	-1%	0	8%	2%	-5%	0.1%	-12%	-8%
CCc1ccc(-n2c(C)n[nH]c2=S)cc1	-4%	5%[11.5 µM]	-2%	0	6%	5%	15%	0.1%	·	1%
FC(F)(F)c1ccc(N/N=C/c2cccnc2)nc1	-12%	2%	-4%	17	5%	?	?	-0.2%	-6%	?
CCCOc1ccc(C(CC(=O)O)NS(=O)(=O)c2ccc(NC(C)=O)cc2)cc1 (configuration not stated)	-2%	-7%	-4%	0	-8%	-3%	6%	0.3%	2%	-33%[inhibitor]
COc1cccc(NC(=O)C2C3C=CC(C3)C2C(=O)O)c1 (configuration not stated)	-16%	-10%	-3%	2	3%	7%	-2%	0.4%	1%	·
O=C(O)c1ccc(-n2ncc3c2/C(=C/c2cccc([N+](=O)[O-])c2)CC3)cc1	-1%	1%	-6%	2	?	6.3µM*	?	0.2%	9%	14%
O=C(Nc1ccccc1)NC1CS(=O)(=O)CC1O (configuration not stated)	12%	0%	-2%	0	6%	1%	8%	-0.2%	-1%	9%
O=C(Cc1coc2cc3c(cc12)CCC3)OCc1cc(=O)n2c(n1)sc1ccccc12	-1%	-5%	-3%	-1	16%	6%	12%	-0.1%	·	-1%
O=C(COc1ccccc1/C=C\c1[nH]c(=O)[nH]c(=O)c1[N+](=O)[O-])Nc1ccccc1	?	0%	-4%	-4	8%	-7%	?	-0.4%	-8%	?
COC(=O)C1=C(C)OC(N)=C(C#N)C1c1cccnc1 (configuration not stated)	2%	-2%	0%	1	4%	0%	10%	-1.0%	-2%	2%
Cc1cccc(OCc2nnc(SCC(=O)N3CCCC3)o2)c1	0%	-10%	-7%	-1	?	6%	5%	0.0%	1%	0%
